# From PubChem
# hERG protect: hERG (human) protection from proarrhythmic block. Q12809. CHO-hERG, FluxOR thallium flux, dofetilide IC70 present. activation (rescue from dofetilide block), less the hit threshold, % at 10 µM. 310,000 tested, 0.51% active;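 active = activation above the mean of controls blocked by dofetilide plus 5 SD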;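 also: thallium influx through hERG after potassium depolarization seen as dye fluorescence rise; in these data hits start at about 4.7%; inactives centre near -7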
# KCNQ1 pot: potentiators or activators of human KCNQ1 potassium channel | P51787 | CHO-K1 KCNQ1, thallium flux FluxOR fluorescence; active compounds read high | 310,000 tested, 0.35% active | AID 2648 | B-score at 10 µM;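 active = fluorescence ratio B-score, a plate-corrected score, at least three library SD, with initial intensity B-score within 5 SD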
#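 Material: CHO-K1 cells stably expressing KCNQ1. Medium: assay buffer for compound exposure, DMSO matched across wells. Reagent: K+/Tl+ depolarizing stimulus. Compound dosing: single-concentration screen. Times: 37 °C overnight plating, 90-min dark dye load, 20-min compound pretreatment. Technique: FluxOR Tl+ flux fluorescence.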
# KCNK9 inh: human KCNK9 channel inhibition; Q9NPC2; HEK293 KCNK9, FluxOR thallium flux fluorescence; active compounds read low; B-score at 10 µM; 310,000 tested, 1.2% active; AID 488922;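 active = ratio B-score over 3 SD below the library mean, with starting fluorescence within 5 SD of its mean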;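 also: negative B-score means less thallium flux so channel inhibition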
# TMEM16A inh: mouse TMEM16A channel inhibition, primary screen | Q8BHY3 | HEK293 TMEM16A/YFP iodide influx fluorescence, ionomycin | normalized B-score (activity score, 25-100; higher = stronger inhibition) at 10 µM | 310,000 tested, 1.2% active | AID 588511;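 active = ratio plate-corrected score three or more library SD toward inhibition, starting fluorescence score within five deviations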;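 also: score derived from kinetic fluorescence span divided by baseline fluorescence per well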
# Target sequence (Q8BHY3 whole entry, looked up): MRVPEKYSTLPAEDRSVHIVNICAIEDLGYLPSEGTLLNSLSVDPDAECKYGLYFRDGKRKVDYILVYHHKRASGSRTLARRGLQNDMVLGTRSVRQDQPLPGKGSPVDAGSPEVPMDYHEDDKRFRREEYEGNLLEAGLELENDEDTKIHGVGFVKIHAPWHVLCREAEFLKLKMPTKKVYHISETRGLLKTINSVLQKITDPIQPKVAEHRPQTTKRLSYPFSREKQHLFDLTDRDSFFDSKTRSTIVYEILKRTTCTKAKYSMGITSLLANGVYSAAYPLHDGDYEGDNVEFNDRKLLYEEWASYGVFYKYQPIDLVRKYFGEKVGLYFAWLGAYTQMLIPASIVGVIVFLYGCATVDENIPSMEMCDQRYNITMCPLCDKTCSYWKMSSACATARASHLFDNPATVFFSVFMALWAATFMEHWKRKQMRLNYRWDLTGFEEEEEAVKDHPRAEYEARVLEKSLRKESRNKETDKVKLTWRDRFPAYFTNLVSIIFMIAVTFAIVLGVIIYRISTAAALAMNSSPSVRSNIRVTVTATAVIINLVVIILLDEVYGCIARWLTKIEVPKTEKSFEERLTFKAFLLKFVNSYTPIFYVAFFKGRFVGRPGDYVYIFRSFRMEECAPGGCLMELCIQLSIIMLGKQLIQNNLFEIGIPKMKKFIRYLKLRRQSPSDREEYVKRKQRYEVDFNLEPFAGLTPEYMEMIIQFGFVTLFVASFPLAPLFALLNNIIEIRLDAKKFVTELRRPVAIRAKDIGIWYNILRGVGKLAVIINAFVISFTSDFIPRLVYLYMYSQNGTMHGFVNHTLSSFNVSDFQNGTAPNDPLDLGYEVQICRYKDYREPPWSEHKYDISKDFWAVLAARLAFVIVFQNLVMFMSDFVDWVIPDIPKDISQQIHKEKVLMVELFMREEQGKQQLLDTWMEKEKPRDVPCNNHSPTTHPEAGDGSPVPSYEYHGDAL
# KCNK3 block: human KCNK3 channel inhibition, primary screen; CHO-KCNK3 thallium flux, FluxOR fluorescence; active compounds read low; B-score at 10 µM; 340,000 tested, 0.84% active; AID 602410;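 active = B-score under library mean minus 4 SD, starting fluorescence ratio at most library mean plus 5 SD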;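 also: more negative B-score means stronger inhibition of thallium flux through KCNK3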
# ANO1 activ: activators or potentiators of mouse TMEM16A chloride channel. Q8BHY3. HEK293 TMEM16A/YFP-H148Q/I152L, iodide quench fluorescence; active compounds read low. B-score at 10 µM. 340,000 tested, 0.3% active. AID 623877;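 active = fluorescence-ratio B-score plate-corrected deviation score at least 3 library SD below zero, with starting fluorescence score within 5 deviations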;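 also: channel opened by trigger with iodide after compound preincubation; score built on the fluorescence ratio of max minus min over baseline; more negative score means more quench and so TMEM16A activation or potentiation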
# HDAC3 inh: blocks human histone deacetylase 3. inhibition, % at 8.3 µM. 320,000 tested, 0.15% active. O15379. recombinant HDAC3, fluorogenic peptide/trypsin coupled, fluorescence; in the data active = inhibition above about 26%, passing the limit was not always enough; inconclusive = no clear call, values can overlap the other calls
# DYRK1A inh: Dyrk1A (rat) kinase inhibition; ADP-Glo luminescence, NFATc1 peptide; 310,000 tested, 0.43% active; inhibition, % at 12.5 µM; AID 504441; Q63470; in the data active = inhibition above about 50%;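 also: plate controls were vehicle with enzyme for no effect and no enzyme for full effect; many of its hits are not listed in these tables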
# KCNQ1 block: human KCNQ1 channel inhibition; CHO-K1 KCNQ1, FluxOR thallium flux fluorescence; active compounds read high; P51787; 310,000 tested, 1.3% active; B-score at 10 µM;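 active = compounds whose thallium flux B-score, printed positive for inhibition, exceeds three library SD while starting fluorescence stays within three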;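 also: channel opened by potassium depolarization with thallium stimulus after 20 min compound exposure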
# TRPC4 agonist: opens the mouse TRPC4 cation channel | Q9QUQ5 | HEK293 TRPC4beta/mu-opioid, Fluo4 calcium fluorescence; active compounds read high | B-score at 10 µM | 310,000 tested, 0.49% active;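 active = B-score above 5 SD of library B-scores, and initial fluorescence ratio not above library mean plus 5 SD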;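 also: positive B-score marks a calcium rise read as TRPC4 activation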
#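 Assay system: HEK293 stable line with TRPC4beta plus mu-opioid receptor. Times: dye 45 min RT, read 110 s. Measured by: kinetic Fluo4 calcium fluorescence. Measure: B score of integrated ratio. Controls: assay buffer as low control, maximal DAMGO as high control.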
# TRPC4 potent: allosterically enhances the mouse TRPC4 cation channel; Q9QUQ5; HEK293 TRPC4beta/mu-opioid, DAMGO EC20, Fluo-4 Ca2+ flux; active compounds read high; B-score at 10 µM; 310,000 tested, 0.42% active; AID 2227;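 active = B-score of calcium response area above 5 SD of library B-scores, with initial fluorescence ratio within 5 SD of library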;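 also: B-score of integrated fluorescence ratio over time as area under calcium response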
# * hit, by the source's call; i = inactive; ? = inconclusive; . = no result given.
SMILES,hERG protect,KCNQ1 pot,KCNK9 inh,TMEM16A inh,KCNK3 block,ANO1 activ,HDAC3 inh,DYRK1A inh,KCNQ1 block,TRPC4 agonist,TRPC4 potent
O=C(c1cccn2c(=O)c3ccccc3nc12)N1CCN(c2ccccn2)CC1,-3,i,i,i,i,i,-3,-1,i,i,i
CCOC(=O)CCCn1ccc2cc(S(=O)(=O)N3CCCC3)ccc21,-4,i,i,i,i,i,?,-3,i,i,i
Cc1cc2c(ncn2Cc2ccccc2)c(N)c1C,-10,i,i,i,i,i,3,7,i,i,i
COCCN(C(=S)Nc1cccc(Cl)c1C)C(C)c1ccco1 (stereo not drawn),-8,i,i,i,i,i,4,0,i,i,i
C=CCn1c(-c2ccccc2)nc(=S)c2c1CCCC2,-9,i,i,i,i,i,-1,-17,i,i,i
COc1cc(C(=O)Nc2nnc(S(=O)(=O)N3CCCCCC3)s2)cc(OC)c1OC,-11,i,i,i,i,i,3,-3,i,i,i
Cc1ccc(-c2cc(C(=O)N3CC(C)CC(C)C3)c3ccccc3n2)o1 (stereo not drawn),-21,i,i,i,i,i,-9,-4,i,i,i
CCCCn1c(N)c(N(CCOC)C(=O)C2CCN(S(=O)(=O)c3ccccc3)CC2)c(=O)[nH]c1=O,-2,i,i,i,i,i,3,.,i,i,i
Cc1ccc(S(=O)(=O)N2CCN(C(=O)Cc3ccccc3)CC2)cc1,-8,i,i,i,i,i,0,-2,i,i,i
CC(C)(C)OC(=O)N[C@@H](Cc1ccccc1)c1nnc(SCC(=O)O)o1,-11,i,i,i,i,i,10,3,i,i,i
CC(C)(C)N=Cc1cc(-c2ccccc2)sc1O,-6,i,i,i,i,i,.,2,i,i,i
COCc1ccc(C(=O)NC2CC(C)(C)Cc3c2cnn3-c2ccc(OC)cc2)o1 (stereo not drawn),-6,i,i,i,i,i,-1,-1,i,i,i
OCC1(CCCc2ccccc2)CCN(C2CCC2)CC1,-3,i,i,i,i,i,-6,.,i,i,i
O=C(OCC(=O)N1CCCc2ccccc21)c1cccc(S(=O)(=O)N2CCOCC2)c1,-8,i,i,i,i,i,.,-4,i,i,i
COc1ccc(N(CC(=O)NCCSCc2ccccc2C)S(=O)(=O)c2ccccc2)cc1,-16,i,i,i,i,i,-5,-3,i,i,i
CC(C)(C)n1nnc(CCc2nnn(C(C)(C)C)n2)n1,-3,i,i,i,i,i,-2,-5,i,i,i
CCN(CC)S(=O)(=O)c1ccc(N2CCOCC2)c(NC(=O)C2CCCC2)c1,-5,i,i,i,i,i,-1,-3,i,i,i
COCCNS(=O)(=O)c1ccc(C2CNC(=O)C2)cc1 (stereo not drawn),-5,i,i,i,i,i,-7,0,i,i,i
CC1=C(C(=O)Nc2ccccc2)C(c2ccc(Cl)cc2)n2c(s/c(=C/c3cccc(OCC(=O)O)c3)c2=O)=N1 (stereo not drawn),-7,i,i,i,i,i,16,1,i,i,i
COCCNC(=O)c1onc(CSc2ccc(C(C)C)cc2)c1C(=O)O,-13,i,i,i,i,i,-3,2,i,i,i
CC(C)OC(=O)CSc1n[nH]c(-c2cccnc2)n1,-16,i,i,i,i,i,-6,-3,i,i,i
COc1ccccc1CN1CCNC(=O)C1CC(=O)NC1Cc2ccccc2C1 (stereo not drawn),-6,i,i,i,i,i,-6,2,i,i,i
CC(C)(C)c1ccc(C(CC(=O)O)NC(=O)CCCc2ccccc2)cc1 (stereo not drawn),-5,i,i,i,i,i,-1,2,i,i,i
Cc1cc(NC(=O)c2cc3nc(C4CC4)cc(C(F)(F)F)n3n2)no1,-2,i,i,i,i,i,-16,2,i,i,i
CC(C)Sc1nc2ccccc2c(=O)[nH]1,-19,i,i,i,i,i,-5,9,i,i,i
COc1cc(C)nc2nc(SCc3ccccc3)nn12,-5,i,i,i,i,i,-3,-4,i,i,i
COc1ccc(NCC(=O)N/N=C/C(C)c2ccccc2)cc1 (stereo not drawn),-10,i,i,i,i,i,-1,.,i,i,i
COc1cc(OC)c(OC)cc1CCC(C)NC(=O)Cc1ccccc1 (stereo not drawn),-7,i,i,i,i,i,-1,4,i,i,i
O=C(Cn1cc(C(F)(F)F)ccc1=O)NC(c1ccccc1)c1ccccc1,-3,i,i,i,i,i,9,-4,i,i,i
Cc1ccc(S(=O)(=O)CC(=O)Nc2nc3ccc(S(N)(=O)=O)cc3s2)cc1,-6,i,i,i,i,i,5,.,i,i,i
Cc1cccc(NC(=O)CN2C(=O)N/C(=C/c3ccc(-c4cccc(C(=O)O)c4C)o3)C2=O)c1,-15,i,i,i,i,i,-10,2,i,i,i
O=[N+]([O-])c1cccc(-c2nc(Oc3ccc(Cl)cc3)c3ccccc3n2)c1,-1,i,i,i,.,.,0,.,i,i,i
C=CCNC(=O)c1ccccc1NC(=O)c1ccccc1C,-4,i,i,i,i,i,8,-4,i,i,i
O=c1cc(-c2cc3ccccc3o2)c2cc(O)ccc2o1,-12,i,i,i,i,i,1,-5,i,i,i
Cc1cccc(CSc2nnc(NC(=O)c3ccco3)s2)c1,-7,i,i,i,i,i,1,-1,i,i,i
Cc1ccc(NC(=O)Cn2cc(S(=O)(=O)c3ccc(F)cc3)c(=O)c3cc(F)ccc32)cc1,-5,i,i,i,i,i,-2,3,i,i,i
CCc1ccc2nc(N3CCN(C)CC3)c(C#N)cc2c1,-13,i,i,i,i,i,-8,-6,i,i,i
CCc1ccccc1NC(=O)c1ccc(NS(C)(=O)=O)cc1,-5,i,i,i,i,i,-1,0,i,i,i
CC(C)OP(=O)(OC(C)C)C1(NS(=O)(=O)c2ccc(Cl)cc2)C=C(Cl)C(=O)C(Cl)=C1,-5,i,i,i,i,i,2,-2,i,i,i
O=C(CSc1nncc(=O)[nH]1)NCc1ccccc1,-2,i,i,i,i,i,-10,-2,i,i,i
COc1ccccc1NC(=O)Cn1cnc2c(nc3n2CCCCC3)c1=O,-6,i,i,i,i,i,0,3,i,i,i
CCOC(=O)N1CCC(NC(=O)c2ccc3c(Cl)c4c(nc3c2)CCCC4)CC1,.,.,.,i,i,i,2,2,.,.,.
Cc1ccc(CNC(=O)C(c2ccccc2)c2ccccc2)cc1,-9,i,i,i,i,i,10,-6,i,i,i
COc1ccccc1CNC(=O)CCC(=O)Nc1nnc(C(C)C)s1,-13,i,i,i,i,i,-8,6,i,i,i
O=C(Cn1cnc2ccccc21)NC(c1ccccc1)c1ccccc1,-9,i,i,i,i,i,-2,1,i,i,i
CC(=O)N1N=C(c2ccc(Cl)cc2)OC1c1ccc(C(C)C)cc1 (stereo not drawn),-6,i,i,i,i,i,8,4,6*,i,i
CC(C)(C)OC(=O)N1CCC(Cc2cc(-c3cccc(Br)c3)no2)(C(=O)O)CC1,-13,i,i,i,i,i,1,2,i,i,i
O=C(C/C=N\OCc1ccc([N+](=O)[O-])cc1)Nc1ccc(Br)cc1,-1,i,i,i,i,i,1,-2,i,i,i
Cc1cc(C(=O)N/N=C/c2cccc(Cl)c2Cl)no1,-4,i,i,i,i,i,3,1,i,i,i
CC(=O)N1CCn2c3c(c4cc(C)ccc42)CCCC31 (stereo not drawn),-15,i,i,i,i,i,-1,-2,i,i,i
CCOc1ccc(C(=O)NC(=S)Nc2ccccc2N2CCCCC2)cc1[N+](=O)[O-],-8,i,i,i,i,i,-6,-6,i,i,i
Cc1ccnc(SCc2cc(=O)c(OC(=O)c3ccc(S(=O)(=O)N(C)C)cc3)co2)n1,-6,i,i,i,i,i,0,-7,i,i,i
Cc1cccc(-n2c(SCc3cc(=O)n4ccsc4n3)nc3ccccc3c2=O)c1,-8,i,i,i,i,i,-9,-2,i,i,i
COc1ccc(-n2ncc(S(=O)(=O)c3ccccc3)c2-c2ccc(Cl)cc2)cc1,-11,i,i,i,i,i,-6,2,i,i,i
Cn1cc(CN2CCCCC2c2ccccn2)c(-c2ccc3c(c2)OCCO3)n1 (stereo not drawn),-4,i,i,i,i,i,-1,4,i,i,i
CC(C)OCC(O)Cn1c(N2CCCC2)nc2c1c(=O)[nH]c(=O)n2C (stereo not drawn),-6,i,i,i,i,i,.,-5,i,i,i
CSc1ccc(NC(=O)NCc2cccnc2)cc1,-3,i,i,i,i,i,-5,8,i,i,i
COC(=O)CCc1c(C)c(C(=O)c2cc(F)c(F)c(F)c2F)c2ccccn12,-17,i,i,i,i,i,3,.,i,i,i
Cc1ccc(C(C)C)cc1NC(=O)Nc1ccc([N+](=O)[O-])cc1,-8,i,i,i,i,i,-2,-2,7*,i,i
Oc1ccc(N2CCN(Cc3c(-c4ccccc4)nc4ccccn34)CC2)cc1,-2,i,i,i,i,i,7,1,i,i,i

# Arranged by molecular weight (high to low): three of the compounds above
SMILES,hERG protect,KCNQ1 pot,KCNK9 inh,TMEM16A inh,KCNK3 block,ANO1 activ,HDAC3 inh,DYRK1A inh,KCNQ1 block,TRPC4 agonist,TRPC4 potent
Cc1cccc(-n2c(SCc3cc(=O)n4ccsc4n3)nc3ccccc3c2=O)c1,-8,i,i,i,i,i,-9,-2,i,i,i
COC(=O)CCc1c(C)c(C(=O)c2cc(F)c(F)c(F)c2F)c2ccccn12,-17,i,i,i,i,i,3,.,i,i,i
Cc1ccc(C(C)C)cc1NC(=O)Nc1ccc([N+](=O)[O-])cc1,-8,i,i,i,i,i,-2,-2,7*,i,i

# Additional compounds:
SMILES,hERG protect,KCNQ1 pot,KCNK9 inh,TMEM16A inh,KCNK3 block,ANO1 activ,HDAC3 inh,DYRK1A inh,KCNQ1 block,TRPC4 agonist,TRPC4 potent
Cc1csc(NC(=O)CCCSc2nc3ccccc3s2)n1,-10,i,i,100*,i,i,4,25,i,i,i
Cc1ccc2nnn(Cc3cccc(C(C)(C)C)c3O)c2c1,-18,i,i,i,i,i,15,0,i,i,i
Cc1nc(NC(=O)CSc2nc3cccnc3n2C2CCCCC2)sc1C,-6,i,i,i,i,i,-2,-3,i,i,i
Cc1cc(CN2CCN(CCC#N)CC2)c(O)c(C2(C)CCCCC2)c1,-7,i,i,i,i,i,0,6,i,i,i
Cc1ccc(NC(=O)c2cccs2)cc1NC(=O)c1cccnc1,-18,i,i,i,i,i,?,-1,i,i,i
CCn1c(C(=O)N2CCc3ccccc3C2)cc2sccc21,-11,i,i,i,i,i,-2,.,i,i,i
O=C1CCC(C(=O)Nc2ccc(OC(F)F)cc2)N1 (stereo not drawn),-4,i,i,i,i,i,0,0,i,i,i
COCCCNC(=O)c1ccc(CN2CCc3ccccc3C2)cc1,-8,i,i,i,i,i,5,-4,i,i,i

# The list is partial (hit frequency here may not be typical).
